TSHR antagonist: Antagonists of the Thyroid Stimulating Hormone Receptor: HTS campaign | TSHR-expressing cells, TSH-stimulated cAMP HTRF, 2 h; active compounds read low | activity change, negative = inhibition, % at 11.5 µM | 330,000 compounds, 0.2% hits;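 active = activity change below a set negative limit, meaning inhibition stronger than a set level, cut at about -70% in these data; inconclusive = activity change between two set negative limits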; also: % is scaled to controls: 0 for no effect and ±100 for the full control effect
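Cell-based HTRF cAMP assay; TSHR cells + compound, TSH EC80 (4nM final), 2 h, 37 deg C. Lysis with anti-cAMP cryptate and cAMP-d2, 30 min RT, read 665/620 nm.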
USP2a inh: qHTS Assay for Inhibitors of Ubiquitin-specific Protease USP2a Using CHOP2 as the Reporter. Ubiquitin carboxyl-terminal hydrolase 2 (Homo sapiens), O75604. USP2 core, Ub-CHOP2 coupled fluorogenic reporter, 485/531. Potency, µM (series often up to 38.3 µM), without a hit: at the highest dose activity change, negative = inhibition, usual class: inhibitors. 330,000 compounds, 0.01% hits. AID 463254, 2010;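 also: potency is read from the fitted curve at half-maximal effect; plate controls were DMSO wells for no effect and full inhibition by NEM control for full effect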
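Deubiquitinase activity read as fluorescence (485/531 nm) after Ub-CHOP2 cleavage activates the enterokinase reporter on its substrate; USP2 core 10nM, Ub-CHOP2 and substrate 25nM each, 30min compound preincubation then 60min RT; data normalized to NEM, curves fitted.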
ELG1 DNA repair: qHTS screen for small molecules that inhibit ELG1-dependent DNA repair in human embryonic kidney (HEK293T) cells expressing luciferase-tagged ELG1. AID 504467, 2011. 330,000 compounds, 2.3% hits. Potency, µM (doses to about 46.1 µM), without a hit: top-dose activity change, negative = inhibition, actives largely listed as inhibitors. HEK293T ELG1-luciferase reporter, luminescence, 16 h; DNA damage induced by 5-fluorouridine; also: potency is read from the fitted curve at half-maximal effect; % is scaled to controls: 0 for no effect and ±100 for the full control effect; nearly all actives have a fitted effect of over 55% in size
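5-Fluorouridine DNA damage + compound/DMSO, 2,000 cells/well, 16 h, 37 °C/5% CO2. ONE-Glo, 30 min RT, luminescence. Readout = decrease in reporter signal.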
TCR activator: Activators of T cell receptors: qHTS campaign; AID 504894, 2011; 330,000 tested, under 10 active; Potency, µM (series often up to 9.22 µM), for the others: at the top dose activation of IL-2 secretion, usual class: activators; primary human leukocytes, anti-CD3, IL-2 HTRF, 48 h; also: % of control where 0% means no effect
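IL-2 release read by HTRF sandwich (Eu cryptate donor, d2 acceptor, 665 nm emission) after 48 hr exposure of primary human leukocytes to compound together with anti-CD3 beads in the absence of co-stimulatory signals.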
KCNH2 3.1 inh: qHTS for Inhibitors of KCHN2 3.1: Mutant qHTS | Potassium voltage-gated channel subfamily H member 2, brain isoform KCNH2 3.1 (human) | U2OS KCNH2 3.1, thallium flux FluxOr; active compounds read low | activity change, % (tested at about 1.8 µM) | 340,000 compounds, 0.95% hits | AID 720553, 2013;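 active = maximum activity change below -70%; inconclusive = maximum activity change from -70% to -50%; inactive = maximum activity change above -50%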;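 also: thallium influx rate constant from kinetic fluorescence after stimulation buffer; % is scaled to controls: 0 for no effect and ±100 for the full control effect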
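Normalized rate constant (relative to positive and negative DMSO controls) derived from a 2 min kinetic fluorescence read after stimulation; U2OS cells expressing the 3.1 isoform via virus at 1.77 x 10^8 /mL.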
Mito fusion act: qHTS Assay for Small Molecule Inhibitors of Mitochondrial Division or Activators of Mitochondrial Fusion; S. cerevisiae fusion-defective mutant growth rescue, CellTiterGlo 48 h; Potency, µM (highest dose often 46.1 µM), inactives show at the highest dose growth rescue (activation), usual class: activators; 320,000 compounds, 0.23% hits; AID 485298, 2010;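 also: potency is read from the fitted curve at half-maximal effect; % of control where 0% means no effect; nearly all actives have a fitted effect of over 45% in size; temperature-sensitive fusion mutants such as fzo1-1 at 37 °C on non-fermentable ethanol glycerol medium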
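Temperature-sensitive fusion-defective S. cerevisiae (e.g. fzo1-1, mgm1-5) were grown with compound in YPEG medium (3% ethanol, 3% glycerol) for 48 hours at 37C. Growth rescue was measured as viability by CellTiterGlo luminescence after 10 minutes at ambient.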
Eya2 inh: qHTS Assay for Inhibitors of the Phosphatase Activity of Eya2 | 330,000 compounds, 0.006% hits | recombinant Eya2, OMFP fluorescence dephosphorylation (OMFP is methylfluorescein phosphate) | Potency, µM (doses to about 76.9 µM), for the others: at the highest dose activity, negative = inhibition, hits mostly inhibitors | Protein phosphatase EYA2 (Homo sapiens), O00167; also: potency is read from the fitted curve at half-maximal effect; % is scaled to controls: 0 for no effect and ±100 for the full control effect
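Eya2 protein (added as 0.2 uM solution) was preincubated with compound for 10 min at ambient temperature in 50 mM HEPES pH 7.5, 50 mM NaCl, 5 uM MgCl2, 0.05% BSA, 1 mM DTT. OMFP (added at 50 uM) then reacted 10 min; fluorescence read at 485/525 nm.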
hERG WT inh: qHTS for Inhibitors of KCHN2 3.1: Wildtype qHTS; Voltage-gated inwardly rectifying potassium channel KCNH2 (Homo sapiens), Q12809; 340,000 compounds, 0.37% hits; AID 720551, 2013; U2OS, BacMam KCNH2, thallium flux FluxOr; active compounds read low; activity change, % at 1.84 µM;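 active = maximum activity change below -70%; inconclusive = maximum activity change between -70% and -50%; inactive = maximum activity change above -50%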; also: % is scaled to controls: 0 for no effect and ±100 for the full control effect
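U2OS cells were transduced with wild-type KCNH2 virus (2.03 x 10^8 / mL) for 4 h at room temperature, then cultured overnight at 37 C. Thallium flux was read with FluxOr dye. Rate constants were normalized to DMSO controls.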
A-T KAP1 phos: qHTS Assay for Identifying a Potential Treatment of Ataxia-Telangiectasia; […] A-T fibroblasts, KAP-1 phosphorylation AlphaLISA; neocarzinostatin DNA damage 30 min before lysis; Potency, µM (top dose mostly 57.5 µM), for the others: at the highest dose activation, usual class: activators; 320,000 compounds, 0.19% hits; also: potency is read from the fitted curve at half-maximal effect; % of control where 0% means no effect; nearly all actives have a fitted effect of over 45% in size
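ATM-like activity read as KAP-1 phosphorylation via AlphaLISA donor/acceptor antibody pairs after lysis and 6 hr at 25C. Cells were ATM-null patient fibroblasts ([…], hTERT), dosed 60 min, then exposed to the DSB inducer NCS for 30 min.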
TRPV1 agonist: HTS Assay for Compounds that Act as Agonists of the Vanilloid Receptor 1; Transient receptor potential cation channel subfamily V member 1 (Homo sapiens), Q8NER1; TRPV1-expressing cells, Fluo-8 calcium influx, agonist mode; activation, % at 8.33 µM; 320,000 compounds, 0.19% hits; AID 540275, 2011; in the data active = activation above about 80%; inconclusive = between about 30% and that limit; also: 0% is about no effect
Target sequence (Q8NER1 whole entry, looked up): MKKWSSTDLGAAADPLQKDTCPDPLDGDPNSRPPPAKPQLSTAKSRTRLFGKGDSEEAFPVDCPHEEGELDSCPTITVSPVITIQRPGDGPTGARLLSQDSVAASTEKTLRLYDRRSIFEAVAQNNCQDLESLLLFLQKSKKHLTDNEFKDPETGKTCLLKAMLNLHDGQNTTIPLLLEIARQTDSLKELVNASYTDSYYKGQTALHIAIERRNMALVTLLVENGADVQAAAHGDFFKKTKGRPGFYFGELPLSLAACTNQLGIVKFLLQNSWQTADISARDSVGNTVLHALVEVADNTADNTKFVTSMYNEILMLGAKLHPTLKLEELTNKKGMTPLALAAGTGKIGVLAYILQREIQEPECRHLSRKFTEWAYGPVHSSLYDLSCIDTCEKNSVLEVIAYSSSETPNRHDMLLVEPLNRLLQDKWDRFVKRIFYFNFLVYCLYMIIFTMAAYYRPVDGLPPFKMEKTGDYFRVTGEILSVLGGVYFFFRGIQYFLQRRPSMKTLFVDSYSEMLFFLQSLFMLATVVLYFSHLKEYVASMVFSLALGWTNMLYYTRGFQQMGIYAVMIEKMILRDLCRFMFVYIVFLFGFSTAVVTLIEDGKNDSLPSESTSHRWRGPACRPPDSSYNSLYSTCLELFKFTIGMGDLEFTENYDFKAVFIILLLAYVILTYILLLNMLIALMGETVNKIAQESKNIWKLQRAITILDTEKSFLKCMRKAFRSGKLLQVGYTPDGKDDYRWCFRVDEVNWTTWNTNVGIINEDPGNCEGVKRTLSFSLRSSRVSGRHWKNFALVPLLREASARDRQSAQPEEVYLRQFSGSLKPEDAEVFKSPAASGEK
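TRPV1-expressing cells were cultured overnight at 35.5C and loaded with Fluo-8 calcium dye for 40 to 90 min at room temperature. After a 10 s baseline, compound was added and calcium influx was read kinetically for 3 min (ex 480/em 520 nm).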
* marks the source's active call; other numbers are inactive results; ? = inconclusive; . = not tested or not shown; [ ] = dose if it differs, or a comment. Unless noted, calls follow the shape of the dose curve; as a rule, active = well fitted curve in the direction sought with a large enough effect; inconclusive = small, poorly fitted or top-dose-only effect, or another doubt; inactive = no such curve, though single readings can be large; an effect the other way counts as inactive or inconclusive. Some of the compounds tested, so the mix of outcomes need not match the whole.

SMILES	TSHR antagonist	USP2a inh	ELG1 DNA repair	TCR activator	KCNH2 3.1 inh	Mito fusion act	Eya2 inh	hERG WT inh	A-T KAP1 phos	TRPV1 agonist
C/C(=N\NC(=O)Cn1nc(C)c([N+](=O)[O-])c1C)c1ccc(O)cc1	7	1%	-3%	-2%[46.1 µM]	3	-2%	16%	-7	1%	-4
O=C(CN1C(=O)c2ccccc2S1(=O)=O)c1ccc(F)cc1	-1	0%	-1%	1%	22	-3%	?	5	10%	-3
O=[N+]([O-])c1cccc(-c2nc3ccccc3s/c2=N/O)c1	25	2%	-1%	1%	7	?	-3%	1	-2%	29
CC(=O)N/C(=C\c1ccc(F)cc1)C(=O)OC(C)C	10	1%	17%	5%[46.1 µM]	0	2%	0%	1	7%	5
CCOc1ccccc1C1c2[nH]c3ccccc3c2C[C@H]2C(=O)N(C3CCN(Cc4ccccc4)CC3)CC(=O)N12 (some centres undefined)	2	-6%	?	1%	-102*	-15%	-27%	-94*	-1%	-1
CN(C(=O)COn1nnc2ccc(Cl)cc21)C1CCS(=O)(=O)C1 (centres undefined)	.	3%	24%	0%	3	.	3%	-1	0%	.
Cc1nn(-c2ccccc2)c(C)c1NC(=O)COC(=O)c1ccccc1OC(F)F	6	1%	?	5%	-15	-4%	1%	10	7%	3
CC(C(=O)Nc1cccc(C#N)c1)N(C)CCOc1ccccc1 (centres undefined)	-8	2%	-4%	0%	-2	-5%	-9%	4	1%	14
C/C(=N\NC(=O)CN(c1ccc(C)cc1)S(C)(=O)=O)c1cccs1	-8	1%	-15%	2%[46.1 µM]	7	-24%	2%	3	2%	3
COCCCNC(=O)/C(C#N)=C/c1c(N2CCN(C)CC2)nc2c(C)cccn2c1=O	0	-5%	16%	-1%	6	0%	8%	4	-17%	-1
Cc1cc2oc(=O)cc(COC(=O)c3n[nH]c4ccccc34)c2cc1C	-13	1%	-5%	-3%	-5	6%	-43%	2	6%	1
O=S(=O)(Nc1ccccc1N1CCOCC1)c1ccc(F)c(Cl)c1	5	0%	6%	-1%	-11	7%	-1%	-8	-5%	4
COc1ccccc1CCNC(=O)C1CCC(=O)N(Cc2cccc(F)c2)C1 (centres undefined)	-5	-2%	?	5%	-24	1%	-7%	6	-4%	2
COCCOCC(O)CN1CCN(c2ccccc2)CC1 (centres undefined)	22	-1%	13%	-1%	-26	-5%	14%	-2	3%	4
COc1ccc(NS(=O)(=O)c2cccc(C(=O)NCc3cccnc3)c2)cc1	-8	0%	7%	-4%	1	2%	1%	-20	1%	2
COc1cc(SC)ccc1C(=O)N1CCN(Cc2ccc3c(c2)OCO3)CC1	-19	-1%	?	-2%	-31	0%	0%	3	1%	-4
O=C(NCCc1ccccc1)c1ccc(Cl)c(S(=O)(=O)N2CCCC2)c1	5	-6%	-10%	-1%	-1	-5%	-13%	-7	2%	?
O=c1c(Cc2ccc(Cl)cc2Cl)c(O)ccn1CC(F)(F)F	1	-10%	-3%	0%	-4	-51%[inhibitor]	-8%	-5	50%	2
CC(C#N)On1c(SC(C)C#N)nc2ccccc2c1=O (centres undefined)	.	-1%	0%	-5%	-4	2%	6%	-4	-6%	2
Cc1cccc(NC(=S)N2CCN(C(=O)C3CCCO3)CC2)c1 (centres undefined)	30	3%	7%	-1%[46.1 µM]	.	-2%	4%	-4	-2%	-3
Cc1cccc(NC(=O)CN2C(=O)CSC2=O)c1	8	0%	-7%	3%	10	2%	2%	-1	5%	4
Nc1nonc1-n1nnc(C(=O)N/N=C/c2ccc(Br)cc2)c1CSC1=NCCS1	-32	1%	?	7%[46.1 µM]	-48	?	-13%	20	4%	3
O=C(C1CCCCN1S(=O)(=O)c1ccccc1[N+](=O)[O-])N1CCCCC1 (centres undefined)	-6	3%	-12%	1%	-1	1%	-3%	-7	-3%	0
COc1ccc(CN2C(=O)c3ccccc3C2=O)cc1C(=O)O	2	7%	10%	0%	-10	14%	10%	11	18%	-5
O=C(COc1cc(F)ccc1[N+](=O)[O-])Nc1cc(S(=O)(=O)N2CCCC2)ccc1Cl	-19	0%	-11%	-4%	2	0%	32%	6	2%	-4
C#CC(CC)(CC)NC(=S)Nc1ccc(S(N)(=O)=O)cc1	11	0%	?	-6%[46.1 µM]	-1	-5%	-1%	-7	-13%	0
CCC1=NN(C(=O)c2ccc(C)cc2)C(O)(c2ccc(Br)cc2)C1 (centres undefined)	1	-1%	5%	0%[46.1 µM]	-2	5%	-21%	0	-12%	11
CCC(C)c1ccc(OCC(=O)Nc2ccc3c(c2)C(=O)NC3=O)cc1 (centres undefined)	-28	-1%	-1%	.	-8	1%	-16%	5	11%	?
COc1nc(C)cc(C)c1S(=O)(=O)c1ccccc1	-13	4%	-4%	-1%	6	4%	0%	-9	9%	-8
Cc1ccccc1NC(=O)NC1(C(=O)N2CCC(C(N)=O)CC2)CCCCC1	8	-1%	10%	2%	3	-1%	18%	6	-2%	0
O=C(Cc1cccc(NC(=O)C2CCCN(C(=O)CCc3ccccc3)C2)c1)Nc1cccc(C(=O)N2CCCC2)c1 (centres undefined)	14	1%	?	-6%	11	-4%	-9%	-19	-2%	-2
CCCn1c(N2CCN(Cc3cccc(C)c3)CC2)nc2c1c(=O)[nH]c(=O)n2C	-3	?	?	-5%	-2	0%	10%	21	7%	1
O=C(c1cccc(F)c1)N1CCN(c2ccc([N+](=O)[O-])c(N3CCCCC3)c2)CC1	-8	-1%	-16%	4%	-2	4%	-1%	12	0%	11
CCOc1ccc(C(c2c(NC(=O)c3ccccc3)sc(C)c2C)N2CCN(CCO)CC2)cc1 (centres undefined)	-4	-26%	-6%	-6%[46.1 µM]	-27	1%	-11%	-1	.	-4
CCN(CC)C(=O)[C@H]1C[C@H](CC(=O)NCc2ccco2)C(=O)N2CCc3c([nH]c4cc(CCC(=O)N(C)C)ccc34)[C@]12C	0	7%	16%	2%[46.1 µM]	-1	.	2%	4	-23%	.
CCOC(=O)C1(Cc2cccc(F)c2)CCN(C(=O)C2CCCO2)CC1 (centres undefined)	26	-1%	1%	-5%	3	-4%	7%	3	0%	-7
c1ccc(C2(CNc3ccccn3)CCCC2)cc1	7	-1%	-6%	-12%	-9	-4%	7%	-19	2%	14
Cc1ccnc(NS(=O)(=O)c2ccc(NC(=O)Cc3c(F)cccc3Cl)cc2)n1	-1	0%	-1%	5%	3	-3%	-2%	-13	2%	5
COc1ccccc1NC(=O)Nc1cc(F)ccc1F	-4	1%	-3%	3%	-12	1%	-12%	-15	11%	19
O=C(NCCc1cccc(F)c1)[C@@H]1CSC2c3ccccc3C(=O)N21 (some centres undefined)	-11	4%	-8%	2%	-11	3%	-31%	4	-8%	6
COc1ccc(/C(O)=C2/C(=O)C(=O)N(CCCC(=O)O)C2c2ccc(OC)cc2)cc1 (centres undefined)	6	1%	-26%	3%	-5	-1%	-19%	-11	-1%	-4
COc1ccc(-c2[nH]nc3c2C(c2ccsc2)C(C#N)=C(N)O3)cc1 (centres undefined)	-3	0%	-8%	5%	0	-1%	-7%	-14	2%	4
C=CCNS(=O)(=O)c1cccc(C(C)=O)c1	7	1%	9%	-3%[46.1 µM]	2	-5%	2%	8	-1%	-2
O=C(NNC(=O)c1ccc(-n2cncn2)c([N+](=O)[O-])c1)c1ccc(Cl)cc1	5	0%	7%	0%	-9	-1%	10%	5	-2%	-1
COc1cccc(NC(=O)C(C)C)c1	-12	3%	-4%	0%	-2	9%	-6%	-1	8%	2
CCOC(=O)c1c(C)nn(-c2ncccc2NC(=O)CCC(=O)O)c1C	21	0%	18%	-2%	-14	-2%	11%	-7	10%	-6

Bioassay records from PubChem.
